# Screening results from PubChem.
# CXCR6 inh = CXCR6 receptor inhibitors, primary screen, cell-based, beta-arrestin, luminescence, CHO-K1 PathHunter, 1536-well | inhibition, % at 20 µM | 360,000 compounds, 0.36% hits | AID 602244, 2012; in the data active means inhibition above about 34%, passing the limit was not always enough;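 further: antagonist mode with CXCL16 agonist at 10 nM final; 0% = 10 nM CXCL16 with DMSO and 100% = unstimulated wells without agonist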
# Target sequence (O00574 whole entry, looked up): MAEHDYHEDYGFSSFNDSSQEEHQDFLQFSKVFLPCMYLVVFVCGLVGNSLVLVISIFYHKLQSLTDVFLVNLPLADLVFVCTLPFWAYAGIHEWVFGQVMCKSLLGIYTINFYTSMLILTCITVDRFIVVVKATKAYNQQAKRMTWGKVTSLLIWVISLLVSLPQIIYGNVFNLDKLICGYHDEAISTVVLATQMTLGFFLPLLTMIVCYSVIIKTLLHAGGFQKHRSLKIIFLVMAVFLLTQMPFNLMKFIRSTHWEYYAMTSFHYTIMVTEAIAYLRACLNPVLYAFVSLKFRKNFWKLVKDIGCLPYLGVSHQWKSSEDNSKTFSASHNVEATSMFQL
# Gli-Sufu antag = Gli-Sufu pathway antagonists, primary screen, luciferase luminescence, Sufu-KO-LIGHT cells, uHTS | Sufu-KO-LIGHT fibroblasts, Gli luciferase reporter luminescence | inhibition, % at 5 µM | 340,000 compounds, 0.74% hits;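 active means inhibition above about 55%, limit read from the data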;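 further: 0% = DMSO-treated cells and 100% = wells with medium but no cells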
# CCR6 antag = CCR6 receptor antagonists, primary screen, cell-based, CHO-K1, luminescence, beta-arrestin, uHTS | AID 493098, 2011 | CHO-K1 CCR6 PathHunter beta-arrestin, CCL20-stimulated | C-C chemokine receptor type 6 (Homo sapiens), P51684 | inhibition, % at 20 µM | 340,000 compounds, 0.49% hits;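 active means compounds whose inhibition of the agonist-driven luminescence signal at 20 µM reaches about 50%, limit read from the data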;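 further: cells stimulated with CCL20 at 14 nM final; plate controls were DMSO with CCL20 for no effect and DMSO without agonist for full effect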
# Target sequence (P51684 whole entry, looked up): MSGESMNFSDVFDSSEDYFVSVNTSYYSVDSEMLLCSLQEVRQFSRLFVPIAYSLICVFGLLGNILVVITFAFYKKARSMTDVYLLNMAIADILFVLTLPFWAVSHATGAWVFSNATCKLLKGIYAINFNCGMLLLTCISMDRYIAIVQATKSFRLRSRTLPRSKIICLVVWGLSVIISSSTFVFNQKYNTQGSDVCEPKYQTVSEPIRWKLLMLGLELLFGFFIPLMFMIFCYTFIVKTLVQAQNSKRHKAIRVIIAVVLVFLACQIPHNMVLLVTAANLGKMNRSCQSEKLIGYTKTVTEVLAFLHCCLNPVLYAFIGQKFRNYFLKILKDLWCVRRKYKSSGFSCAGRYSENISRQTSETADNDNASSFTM
# XBP1 UPR activ = activators of adaptive XBP1 UPR arm, primary screen, cell-based, CHO-XBP1 luciferase reporter, luminescence, uHTS. IRE1-XBP1 UPR activation; percent of tunicamycin response, DMSO as zero. activation, % at 20 µM. 330,000 compounds, 0.33% hits;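 active means versus positive control, 20 µM dose yields 30% or more activation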;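 further: 100% = tunicamycin at 10 µg/mL and 0% = DMSO only wells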
#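 Assay system: CHO-XBP1 luciferase reporter cells; Schedule: 6 h treatment, 37 °C; Detection: glow luminescence from Steady-Glo reagent; Benchmarks: high control tunicamycin 10 µg/mL final, low control DMSO vehicle only.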
# Jurkat NFkB inh = inhibitors of induced NF-kB luciferase reporter, primary screen, TCR NF-kB activation inhibitor project, cell-based, luminescence, uHTS; inhibition, % at 4 µM; 330,000 compounds, 0.53% hits; AID 435003, 2010; Jurkat, PMA/ionomycin-induced NF-kB luciferase reporter; in the data active means inhibition above about 50%
# Mdm2-MdmX inh = inhibitors of human Mdm2-MdmX association, primary screen, cell-based, luminescence, split luciferase, SaOS-2, uHTS. Protein Mdm4 (Homo sapiens) + E3 ubiquitin-protein ligase Mdm2 (Homo sapiens), …. inhibition, % at 8 µM. SaOS-2 split-luciferase Mdm2/MdmX complementation. 330,000 compounds, 3% hits;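 active means inhibition of at least 50% at 8 µM in the primary screen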
# EBI2 antag = EBI2 receptor antagonists, beta-arrestin recruitment, primary screen, cell-based, luminescence, 7a,25-OHC stimulation, uHTS. 7a,25-OHC stimulated. inhibition, % at 5 µM. 360,000 compounds, 0.81% hits. AID 651636, 2012; in the data active means inhibition above about 38%;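 further: enzyme fragment complementation signal reports receptor beta-arrestin coupling in cells; 0% = agonist plus DMSO wells and 100% = wells without agonist; some results beyond the cut were filed as inactive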
# Target sequence (P32249 whole entry, looked up, the tested form may be a part): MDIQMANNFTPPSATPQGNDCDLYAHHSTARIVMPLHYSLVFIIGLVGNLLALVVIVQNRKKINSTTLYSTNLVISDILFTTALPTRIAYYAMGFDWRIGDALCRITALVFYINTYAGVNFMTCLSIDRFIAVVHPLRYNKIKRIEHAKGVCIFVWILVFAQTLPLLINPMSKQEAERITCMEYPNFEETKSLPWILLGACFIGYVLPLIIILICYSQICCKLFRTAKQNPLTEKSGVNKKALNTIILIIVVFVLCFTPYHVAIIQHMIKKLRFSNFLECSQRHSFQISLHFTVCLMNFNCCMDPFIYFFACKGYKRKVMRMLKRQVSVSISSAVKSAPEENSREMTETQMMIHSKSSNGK
# 697 NFkB inh = inhibitors of PMA/ionomycin-induced NF-kB reporter, 697 cells, primary screen, B-cell NF-kB inhibitor project, cell-based, luminescence, uHTS; AID 435022, 2010; 330,000 compounds, 0.33% hits; 697 B-cell NF-kB luciferase reporter, 16 h; inhibition, % at 4 µM; in the data active means inhibition above about 35%
# CHOP UPR activ = activators of apoptotic CHOP UPR arm, primary screen, cell-based, CHO-CHOP luciferase reporter, luminescence, uHTS; activation, % at 10 µM; UPR activation; percent of tunicamycin response over DMSO baseline; AID 449763, 2010; 330,000 compounds, 0.34% hits;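 active means at 10 µM dose, activation of 40% or more, normalized to positive control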;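 further: 100% = tunicamycin at 10 µg/mL and 0% = DMSO alone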
#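 Test system: CHO CHOP reporter cells. Input: 500 CHO-CHOP cells per well. Medium: F12 with 10% FBS. Technique: luciferase luminescence. Measure: percent activation relative to tunicamycin control. Dosing: 10 µM compound, 0.5% DMSO. Timing: 16-18 h cell attachment, then 6 h compound exposure, 37 °C.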
# An asterisk follows results filed as active; · = not tested or not shown. Compounds were not picked by outcome; overall some 5% were active at least once.
mol,CXCR6 inh,Gli-Sufu antag,CCR6 antag,XBP1 UPR activ,Jurkat NFkB inh,Mdm2-MdmX inh,EBI2 antag,697 NFkB inh,CHOP UPR activ
CC1(C)Cc2c(ccc3ccccc23)C(NNC(=O)c2cccnc2)=N1,25,4,34,-2,-11,18,-5,7,-0.1
Cc1c(C(=O)N2CCN(c3ccccc3F)CC2)oc2c1C(=O)CC(C)(C)C2,4,6,11,-5,-6,-4,16,-16,-1.5
c1ccc(C(c2nnnn2Cc2ccco2)N2CCN(c3nc4ccccc4s3)CC2)cc1 (stereo unspecified),5,3,19,1,-2,-5,36*,3,0.1
CC(=O)c1cccc(OCCCOc2cccc3cccnc23)c1,-3,19,17,6,4,-11,4,-9,1.8
O=C(COC(=O)c1cccc(O)c1)Nc1ccc(N2CCOCC2)cc1,-1,-12,7,1,-7,-2,6,12,-2.1
Cc1cccc(N=C2NC(=O)S/C2=C\c2ccco2)c1,8,8,23,-2,9,24,-7,-3,-1.0
O=Cc1c(F)cccc1N1CCCC1,-4,3,-6,2,13,22,-10,11,-2.1
O=C(Nc1ccccc1N1CCCC1)C1=COCCO1,3,35,-1,0,9,-14,-14,9,-0.4
Cc1cccc(CCNS(=O)(=O)c2ccc(S(=O)(=O)N3CCCCC3)cc2)c1,-9,-4,-19,-1,-7,20,30,-9,0.0
CC(C)[C@@H](CO)NC(=O)c1ccc2c3n(nc2c1)-c1ccccc1CO3,-3,-93,2,-2,-112,-139,-43,-89,-2.7
Cc1cccc(C)c1NC(=O)CNC(=O)c1ccc(N2CCCC2)c([N+](=O)[O-])c1,-4,-19,13,·,·,·,3,·,·
O=S(=O)(c1cccs1)N1CCC2(CC1)OCCO2,-8,-3,1,1,18,-7,-1,11,2.6
COC(=O)CC(N)c1ccc(Br)cc1 (stereo unspecified),-3,-3,7,0,-1,1,9,-5,-1.7
CCn1cc(/C=C2/SC(=S)NC2=O)c(C)n1,19,-3,21,2,15,-17,8,17,2.5
COc1ccccc1Nc1ccc(C(=O)O)cc1[N+](=O)[O-],21,-13,18,1,3,-3,-3,12,1.7
c1ccc2c(-c3c[nH]c4ccccc34)c3ccccc3nc2c1,12,1,1,1,4,36,20,2,-1.2
CSc1ccc(NC(=O)NCCN2CCc3ccccc3C2)cc1,3,-4,17,-4,-1,-32,6,11,2.6
CN1CCC(=O)N(CCOc2ccccc2)CC1,-2,5,6,1,-2,-5,0,13,-1.0
Cc1ccc(C)c(NC(=O)NCCN2CCCCC2)c1,2,-7,8,-5,3,15,3,18,0.2
Cc1ccc(S(=O)(=O)N2CC(=NO)C2)cc1,-3,3,-24,1,1,6,-9,-12,-0.7
CCOc1ccccc1N1CCN(CC(O)COC2CCCc3ccccc32)CC1 (stereo unspecified),9,17,-4,-2,14,-5,10,2,0.1
O=C(Cc1ccc(F)cc1)N1CCN(c2ccc([N+](=O)[O-])cc2)CC1,-4,40,6,1,28,28,-6,-34,3.2
Cc1nc2ccc(Br)cc2c(=O)n1Cc1cccs1,6,-13,3,-3,-18,-2,-1,11,0.3
CCOC(=O)C(=O)Nc1nc(-c2ccccc2)c(CC)s1,-11,12,1,-1,9,17,-5,24,0.1
COc1ccccc1NC(=O)c1ccc(NC(=O)COC(=O)c2cccnc2Cl)cc1,-6,-1,9,-3,-20,9,-6,-2,-0.9
O=C(COC(=O)COc1cccc(F)c1)Nc1nc2ccccc2s1,2,-11,0,0,3,-10,-5,-5,0.5
COc1ccc(C2c3cc4c(cc3OC(NNC(N)=O)C2C)OCO4)cc1 (stereo unspecified),-3,-12,1,·,·,·,-9,·,·
Cn1c(C(=O)NCCCN2CCN(c3ccccc3F)CC2)cc2c(=O)n(C)c3ccccc3c21,11,1,10,2,8,58*,1,23,3.4
COc1ccc(C(N)=O)cc1NC(=O)c1cccc(F)c1,1,-25,-27,-1,21,16,2,20,-3.0
COc1ccc(N(CC(=O)NCc2ccccc2)S(=O)(=O)c2c(C)noc2C)cc1,1,1,19,-2,-1,1,-1,9,-1.7
CC(C)(C)Nc1nc(SCC(=O)Nc2ccccc2Cl)nc(N2CCOCC2)n1,-6,6,14,3,1,6,12,-25,-2.0
C=CCN(c1nc(C)cc(OC)n1)S(=O)(=O)c1ccc(C)cc1,2,4,10,-4,-6,8,13,-1,1.4
COc1ccc(/C=C2\SC(=O)N(CCCC(=O)Nc3cc(Cl)ccc3C(=O)O)C2=O)cc1,-5,74*,10,-10,73*,50,-1,92*,-7.3
COc1ccc(C2CC(c3cccs3)n3nc(N)nc3N2)cc1 (stereo unspecified),3,-13,2,3,-12,7,2,5,2.2
COc1cccc(C(=O)NCCNC(=O)c2cnccn2)c1,4,-10,5,-3,17,-26,0,-4,1.3
CCN(CC(=O)Nc1ccc(C)c(S(=O)(=O)N(C)C)c1)Cc1ccccc1,-1,-2,12,-3,-11,-2,8,-1,2.8
COc1ccc(-c2nc(CS(=O)CC(=O)NCC3CCCO3)c(C)o2)cc1 (stereo unspecified),0,29,2,1,0,1,3,-2,-0.3
O=c1c(Cl)c(N2CCNCC2)cnn1C12CC3CC(CC(C3)C1)C2,-10,3,2,-2,-10,11,1,5,0.4
Cn1c(=O)c2c(SC3CCCC3)nc(C3CC3)nc2n(C)c1=O,-3,3,19,11,-10,16,8,-31,0.6
CC1CCN(c2ccc(N3C(=O)C4CCCCC4C3=O)cc2[N+](=O)[O-])CC1 (stereo unspecified),13,-4,19,6,-15,-24,-16,-22,3.0
CC(C)=CCc1c(-c2ccc(O)cc2O)oc2cc3c(c(O)c2c1=O)C=CC(C)(C)O3,·,6,-15,0,-27,15,·,-15,0.5
O=C(/C=C/c1ccc(Br)cc1)NC(=S)N1CCOCC1,-3,-1,-2,-1,3,-32,64*,-18,4.9
COc1ccc(CCNC(=O)C(C)SCc2ccccc2)cc1 (stereo unspecified),1,14,-8,-3,-6,0,-3,17,0.7
Cc1ccc(CCN2CC(C(=O)NCCc3ccccc3)CC2=O)cc1 (stereo unspecified),5,-5,7,-2,7,-3,11,-17,1.8
COc1ccc(S(=O)(=O)NCc2ccccn2)cc1OC,-2,-11,5,-1,11,-2,-1,4,0.0
COc1cc(OC)cc(C(=O)Nc2ncc3c(n2)CC(C)CC3=O)c1 (stereo unspecified),-10,0,8,2,-15,-5,-7,0,0.0
Cc1cccc(-n2c3nc(=O)[nH]c(=O)c-3cc3c(C)nn(-c4ccccc4)c32)c1,·,·,·,-1,11,8,·,-15,4.6
O=S(=O)(NC1CCCCC1)c1ccc(Cl)nc1,-1,3,2,-5,-8,2,-7,13,0.9
O=C(OCC(=O)N1CCN(c2ccccc2)CC1)c1cccs1,-1,2,7,1,-2,-16,-13,0,1.7
Cn1nccc1C(=O)N(CCN1CCCCC1)CC1CCCN(C2CCCC2)C1 (stereo unspecified),11,10,-8,-6,-42,-28,-3,-13,3.5
Cc1ccc2[nH]c(=O)c(CN(CC3COCCO3)C(=O)Nc3ccccc3C)cc2c1 (stereo unspecified),-4,-6,-4,0,23,6,6,6,1.7
COc1ccc(C)cc1NC(=O)c1nn(-c2ccccc2)cc1OC,-3,24,-15,5,-18,33,-1,-8,0.5
Cc1ccc(NC(=S)NNC(=O)c2nnn(-c3ccccc3)c2C)cc1,14,-2,30,0,-10,13,-6,6,2.1
COc1ccc(-c2nnc(SC(C)C(=O)Nc3nccs3)n2Cc2ccccc2)cc1OC (stereo unspecified),3,13,8,1,-2,14,7,-7,-0.7
CC(C)(C)n1nc2c(c1NC(=O)Cc1ccc(Cl)cc1)CS(=O)(=O)C2,-3,-1,10,-3,-6,3,7,-5,0.2
COc1ccc2[nH]c(C(=O)N(C)Cc3ccccc3)c(C)c2c1,5,4,5,-3,-26,-7,11,-15,-0.5
Cc1[nH]n(-c2ccccc2)c(=O)c1/C=N/c1nn[nH]n1,6,-3,11,-4,-22,-4,8,13,-0.4
COc1cc2cc(CCCOC(=O)c3cccc(Br)c3)oc(=O)c2cc1OC,1,-1,14,0,-7,34,6,-2,-2.0
CCN(CC)CCN1C(=O)C(=O)/C(=C(/O)c2c(C)[nH]c(C(=O)OC)c2C)C1c1ccco1 (stereo unspecified),-2,0,4,0,-8,12,-1,14,-2.0
O=C(/C=C/c1ccccc1F)c1ccoc1,2,-3,16,-2,13,35,-11,8,1.7

# Later entries:
mol,CXCR6 inh,Gli-Sufu antag,CCR6 antag,XBP1 UPR activ,Jurkat NFkB inh,Mdm2-MdmX inh,EBI2 antag,697 NFkB inh,CHOP UPR activ
COc1ccc(OC)c(CNS(=O)(=O)c2cc(CN3C(=O)c4cccnc4C3=O)ccc2OC)c1,9,-10,2,-3,10,-11,3,10,-1.0
O=C(N/N=C\c1cc(Br)ccc1O)c1ccc(S(=O)(=O)N2CCCCC2)cc1,-3,77*,15,3,54*,70*,58*,-26,-1.7
CC(C)C(NC(=O)/C(=C\c1ccco1)NC(=O)c1ccco1)C(=O)O (stereo unspecified),-2,-16,13,-5,2,0,-19,8,0.2
O[C@@H]1C2CCCC1[C@]1(O)CCCCC1C2 (stereo partly specified),-20,0,-10,-1,6,-4,-13,19,0.1
Cc1ccc(Cc2nnc(SCC(=O)Nc3ccccc3C)[nH]c2=O)cc1,9,-6,-5,0,3,20,-15,-12,-1.4
Cc1ccc(/C=C/C(=O)NC2=NCCS2)cc1,-4,-94,0,-2,-144,-99,-2,-417,-0.7
CCc1nc(SCC(=O)Nc2cc(OC)ccc2OC)c2c(C)c(C)sc2n1,8,35,7,-2,19,21,-4,16,-0.9
COc1ccc(CC(=O)N2CCC(CCC(=O)Nc3ccccc3)CC2)cc1,0,15,-8,-4,-12,-18,3,-33,0.6
CC1CCc2c(nc3ncnn3c2N2CCN(c3ccccc3)CC2)C1 (stereo unspecified),-2,14,16,3,11,1,5,11,0.7
O=C(CSc1nc(-c2ccco2)cc(C(F)(F)F)n1)NCc1cccs1,-2,9,-23,2,6,26,1,-8,-2.3
CCOC(=O)N1CCN(C(=O)c2cn(CC)c3ccc(S(=O)(=O)N4CCC(C)CC4)cc3c2=O)CC1,6,0,-8,-6,-1,8,-9,4,-0.4

# Laid out differently: entries from further up
# The line under a structure holds: CXCR6 inh | Gli-Sufu antag | CCR6 antag | XBP1 UPR activ | Jurkat NFkB inh | Mdm2-MdmX inh | EBI2 antag | 697 NFkB inh | CHOP UPR activ
Cc1ccc(Cc2nnc(SCC(=O)Nc3ccccc3C)[nH]c2=O)cc1
→ 9 | -6 | -5 | 0 | 3 | 20 | -15 | -12 | -1.4
Cc1ccc(/C=C/C(=O)NC2=NCCS2)cc1
→ -4 | -94 | 0 | -2 | -144 | -99 | -2 | -417 | -0.7
